AMA1-RON2 inh – inhibitors of Plasmodium falciparum AMA1-RON2 interaction. AlphaScreen AMA1-biotinylated RON2 peptide binding. hit rate 0.2% among 360,000. Potency, µM (highest dose often 58.2 µM), for the others: at the highest dose activity change, negative = inhibition, most hits filed as inhibitors; active = well fitted inhibition curve with a large enough effect; inconclusive = small, poorly fitted or top-dose-only effect; inactive = no such curve, though single readings can be large or run the other way;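 also: potency is read from the fitted curve at half-maximal effect; 0% = vehicle wells and -100% = peptide control; nearly all actives have a fitted effect of over 45% in size; some results filed as inactive show a strong effect at the top dose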
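AMA1 (3D7) with his tag at 25 nM final met compounds first, then biotinylated RON2 peptide at 25 nM; detection used donor plus acceptor beads, 10 µg/mL apiece, read by AlphaScreen after 30 min at room temperature.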
HCMV inh – inhibitors of human cytomegalovirus; activity change, negative = inhibition, % at 57.5 µM; hit rate 4.5% among 410,000; HFF cells, HCMV-luciferase reporter, 72 h; stronger effect = lower value; in the data active = activity change below about -60%; inconclusive = no clear call, values can overlap the other calls; inactive = above about -39%
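Inhibition of viral replication was scored as loss of reporter luminescence in HFFs infected with HCMV-luciferase (MOI 1 PFU/cell) for 72 h; compounds tested at 2 doses, normalized to buffer and Salinomycin controls.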
Numbers without * were called inactive; ? = inconclusive; [ ] = dose if it differs, or a comment. Unless noted, % is scaled to controls: 0 for no effect and ±100 for the full control effect. A portion of the library, so the mix of outcomes need not match the whole.

SMILES	AMA1-RON2 inh	HCMV inh
CCCCN1C(=O)C(CC(=O)NCC2CCCCC2)CC(C(=O)N(C(C)C)C(C)C)=C1C (centres undefined)	-7.8%	7.2
Nc1ccc2[nH]c(=S)sc2c1	40.5%[activator]	30.3
COc1ccccc1N1CCN(C(=O)c2[nH]c(C(F)(F)F)nc2-c2ccccc2)CC1	-2.0%	-63.8*
Nc1ccc(S(=O)(=O)c2ccc(NC(=O)c3cccnc3)cc2)cc1	0.0%	-30.5
O=C(Nc1nnc([C@@H]2C[C@H](O)[C@@H](CO)O2)s1)NC(c1ccccc1)c1ccccc1	12.7%	-4.5
CC(c1nc2ccccc2[nH]1)n1c(=O)c(-c2cccnc2)nc2ccccc21 (centres undefined)	1.5%	-27.4
COc1cccc(-c2cnc(C(O)c3ccc(-c4ccccc4)cc3)[nH]2)c1 (centres undefined)	1.0%	20.1
CC(=O)OCCN1c2ccccc2Sc2cnccc21	7.0%	?
Cn1c(=O)c2c(nc(CN3CCc4ccccc4C3)n2Cc2ccc(F)cc2)n(C)c1=O	2.8%	?
C=Cc1ccc(Cn2c(C)c(C(=O)NCc3ccc(C#N)cc3)sc2=O)cc1	-5.8%	-60.5*
Cn1nc(C(C)(C)C)cc1C(=O)N1CCCCC1c1cc(C(=O)NCc2ccccc2)no1 (centres undefined)	5.8%	-31.1
CCC(C)[C@H]1CNC(=O)C(=O)N1CC1CCCCC1 (some centres undefined)	1.7%	0.4
CSc1ccc(C(O)c2ncc(-c3cccc(F)c3)[nH]2)cc1 (centres undefined)	-26.2%	?
Cc1ccc(S(=O)(=O)N(CC(=O)NCCSCc2ccco2)c2cc(C)ccc2C)cc1	-29.7%	-10.3
Cc1ccc(S(=O)(=O)N2[C@H](c3ccccc3)CC(=O)[C@@H]3CN(S(=O)(=O)c4ccccc4)[C@H](c4ccccc4)C[C@@H]32)cc1	7.5%	-14.3
CC(=O)c1ccc(Nc2nc(C(N)Cc3ccc(C(F)(F)F)cc3)cs2)cc1 (centres undefined)	57.0%[activator]	-60.6*
O=C(Cc1ccc(NC(=O)C2CCCN(C(=O)C3CCC3)C2)cc1)Nc1cccc(C(=O)N2CCCCC2)c1 (centres undefined)	-2.7%	13.6
COc1ccccc1NC(=O)c1oc2ccccc2c1NC(=O)c1cc(OC)c(OC)c(OC)c1	-3.0%	-1.0
CC(=O)Nc1ccccc1OCCCN1CCC(C(O)(c2ccccc2)c2ccccc2)CC1	1.7%	-7.6
Cn1c(=O)c2c(nc(CN3CCN(c4ccccc4)CC3)n2CCc2ccccc2)n(C)c1=O	-2.6%	-7.6
COc1c(Cl)cc(Cl)cc1C(=O)Nc1ccccc1N1CCN(C(C)=O)CC1	14.2%	14.8
CC(C)NC(=O)N(C)C[C@@H]1Oc2ncc(-c3cccc(C#N)c3)cc2C(=O)N([C@H](C)CO)C[C@@H]1C	0.0%	24.0
COc1ccc(-c2nc3c(Cl)cc(C(F)(F)F)cn3c2Cc2ccsc2)cc1OC	-6.1%	19.1
Brc1cnc2ccccc2c1N1CCCCC1	-8.3%	-11.1
CNc1cncc(-c2cccc(C(=O)N(C)C)c2)n1	-3.6%	-33.2
Cc1ccc(S(=O)(=O)N2CCN(C(=O)C(O)c3ccccc3)CC2)cc1 (centres undefined)	5.8%	84.3
C[C@@H]1COc2cccc(N(C)CCO)c2S(=O)(=O)N1	-5.5%	-12.4
NC(CCc1ccccc1)c1csc(Nc2cnccn2)n1 (centres undefined)	98.2%[activator]	-18.9
Cc1ccc(F)c(S(=O)(=O)NC(=O)C2(C)CCN2C(=O)Cc2cccc3ccccc23)c1 (centres undefined)	6.8%	-16.4
CCCCn1nnnc1C(c1ccnc2ccccc12)N1CCC2(CC1)C(=O)NCN2c1ccccc1 (centres undefined)	12.1%	-11.1
CO[C@@H]1CN(C)C(=O)c2cc(NS(=O)(=O)c3ccc(C)cc3)ccc2OC[C@H](C)N(Cc2nccs2)C[C@H]1C	2.3%	7.5
CC1(C(=O)NCC2CC2)Cc2c(-c3ccccc3)ccnc2O1 (centres undefined)	5.0%	-31.9
OC(c1cccc(Cl)c1)c1nc(-c2cnc3ccccc3c2)cs1 (centres undefined)	-11.0%	46.8
N#CCN(C(=O)CSc1nnc(C2CC2)n1C1CC1)c1ccccc1	13.2%	63.2
CC(=O)c1cccc(-c2ccc3c(c2)C(C)(Cc2ccc(S(C)(=O)=O)cc2)C(=O)N3)c1 (centres undefined)	3.8%	44.6
COc1cccc(CNC(=O)[C@@H]2CCCN2C(=O)[C@H]2CCCCN2C(=O)OC(C)(C)C)c1	9.6%	23.0
CC1=C(C(=O)N2CCOCC2)CC(CC(=O)NCCCN(C)C)C(=O)N1Cc1ccc(F)cc1 (centres undefined)	13.3%	-8.7
CCC(=O)c1ccc(OCC(=O)OC(C)C(=O)Nc2c(C)n(C)n(-c3ccccc3)c2=O)cc1 (centres undefined)	2.4%	9.7
COc1ccc2c(c1)Cc1cc(NC(=O)c3ccccc3-c3ccccc3C(=O)O)ccc1-2	-5.3%	12.5
CC1NS(=O)(=O)c2cc([N+](=O)[O-])ccc21 (centres undefined)	0.7%	-11.7
COc1ccc(OC)c(C(=O)C(=O)c2cc(OC)ccc2OC)c1	11.9%	-2.5
Cc1ccc(S(=O)(=O)N2CCN(C(=O)COC(=O)/C=C/c3ccc(Cl)cc3)CC2)c(C)c1	2.9%[11.6 µM]	-14.3
CCOc1cc(C=NN2CCCCCC2)ccc1O	-20.7%	-11.9
O=c1[nH]c2ccccc2n1C1CCN(C(CCc2ccccc2)c2nnnn2Cc2ccccc2)CC1 (centres undefined)	-16.6%	-103.0*
O=C(CN(C1CCCCC1)S(=O)(=O)c1ccc(F)cc1)NCC1CCCO1 (centres undefined)	-12.7%	0.0
O=CNc1cc(-c2ccc(C(=O)N3CCOCC3)cc2)cn2c(-c3ccc(F)cc3)cnc12	30.0%	14.0
O=c1[nH]c(=O)c2[nH]c(=S)[nH]c2[nH]1	31.1%[activator]	-12.9
COc1ccc(NC(=O)Nc2nc(C(N)C3CCCCC3)cs2)cc1 (centres undefined)	63.2%[activator]	1.7
CC(C)=CCC[C@H](C)CC1Cc2[nH]c(=S)[nH]c(=O)c2C(c2ccc(F)cc2)O1 (some centres undefined)	95.5%[activator]	2.1
Cc1cc(C)c(CN2CCN(CCCn3ccc(NC(=O)OCc4ccccc4)nc3=O)CC2)c(C)c1	-15.9%	-26.6
O=C1NC2c3c(Cl)sc(Cl)c3C(=O)C2O1 (centres undefined)	-23.9%	-8.0
Cc1ccc(S(=O)(=O)NN=C2C(=O)C3CCC2C3Cl)cc1 (centres undefined)	4.2%	20.9
O=C(Nc1ccc(-c2nnc(-c3ccccc3)o2)cc1)c1ccc(Br)o1	-9.2%	10.3
O=C1c2c(Cl)c(Cl)c(Cl)c(Cl)c2C(=O)N1c1nccs1	26.8%	8.7
CN(C)c1ccc(N2[C@@H](CC(=O)O)c3cc(C(F)(F)F)ccc3S2(=O)=O)cc1	18.4%	-7.2
COc1cccc(NC(=O)C2(C)CCCN2C(=O)C(C)C)c1OC (centres undefined)	-0.2%	32.8
O=[N+]([O-])c1ccc(NC2CCCCC2)nc1	-13.1%	?
O=C(O)c1cccc(C(=O)c2cccc3ccccc23)c1	0.0%	33.6
C#CCOCCOCCOCCNc1nc(N2CCN(C(=O)Cn3cc(CCCCN)nn3)CC2)nc(N2CCN(C(=O)[C@H](Cc3ccc(O)cc3)n3cc(CCO)nn3)CC2)n1	-1.1%	18.9
COC(=O)[C@H]1C[C@@]2(O)CN(S(=O)(=O)c3ccc(C)cc3)C[C@@]2(OC(=O)NCc2ccccc2F)C[C@H]1C(=O)OC	19.9%	-0.4

Molecules above containing a CF3 group (4):
SMILES	AMA1-RON2 inh	HCMV inh
COc1ccccc1N1CCN(C(=O)c2[nH]c(C(F)(F)F)nc2-c2ccccc2)CC1	-2.0%	-63.8*
CC(=O)c1ccc(Nc2nc(C(N)Cc3ccc(C(F)(F)F)cc3)cs2)cc1 (centres undefined)	57.0%[activator]	-60.6*
COc1ccc(-c2nc3c(Cl)cc(C(F)(F)F)cn3c2Cc2ccsc2)cc1OC	-6.1%	19.1
CN(C)c1ccc(N2[C@@H](CC(=O)O)c3cc(C(F)(F)F)ccc3S2(=O)=O)cc1	18.4%	-7.2

Additional records.
SMILES	AMA1-RON2 inh	HCMV inh
O=C(NC1CCCC1)C(C1CC1)n1c(-c2cc3ccccc3[nH]2)nc2ccccc21 (centres undefined)	68.3%[activator]	101.8
O=C(c1[nH]c(C(F)(F)F)nc1-c1ccccc1)N1CCN(c2ccc(C(F)(F)F)cn2)CC1	-13.1%	9.5
CC(C)(C(=O)c1ccccc1)/[N+]([O-])=C/c1ccccc1	-16.0%	57.7
CC1(C(=O)NCC2CC2)Cc2c(-c3cccc(C(F)(F)F)c3)ccnc2O1 (centres undefined)	4.6%	-29.6
COc1cc(OC)cc(-c2c(Sc3ccccc3)c3cc(-c4ccc(OC)c(OC)c4)ccc3n2C)c1	-12.8%	30.5
COc1ccc(-n2c(COc3ccc(Cl)cc3Cl)n[nH]c2=S)cc1	113.2%[activator]	-31.3
CC(C)(C)NC(=O)C(C1CC1)n1c(=O)c(-c2ccccc2)nc2ccccc21 (centres undefined)	2.9%	-12.9
Cc1ccc(C(O)c2ncc(-c3ccc(Cl)cc3)[nH]2)cc1F (centres undefined)	-4.8%	2.8
CC(=O)Nc1cccc(-c2csc(C(C)(O)c3ccc(F)c(F)c3)n2)c1 (centres undefined)	0.0%	-29.1
COc1ccc(C#Cc2cccc(-c3nc(C(=O)N4CCN(C)CC4)cc4c3[C@H](CCO)N(S(=O)C(C)(C)C)C4)c2)cc1OC (some centres undefined)	-3.4%	-16.1
COc1ccc(C(O)c2nc(-c3ccc(F)c(Cl)c3)cs2)cc1 (centres undefined)	6.0%	13.6
CCCCCCCCN1[C@@H](CC(=O)O)c2cc(F)ccc2S1(=O)=O	6.0%	-5.8
Cc1cc(Br)c2nc(-c3ccccc3)c(Cc3cccc(Cl)c3)n2c1	4.1%	130.5
COc1cc(OC)c(C(=O)c2ccccc2[N+](=O)[O-])c(OC)c1	-7.8%	-26.7
Cc1ccc(OCCC(=O)Nc2cc(S(=O)(=O)N3CCOCC3)ccc2N2CCCC2)cc1	-3.9%	0.0
Cc1ccc(-c2cc3nc(NCCc4ccncc4)n(C)c(=O)c3s2)cc1	-0.5%	67.2
Cn1c(-c2ccccc2Br)n[nH]c1=S	5.8%	61.4
Cc1cccc(C)c1NC(=O)C1(C)CSCC(=O)N1C1CCN(Cc2ccccc2)CC1 (centres undefined)	3.5%	-68.3*
O=C1c2cccc(-c3ccc(C(F)(F)F)cc3)c2C2CCCCN12 (centres undefined)	-2.0%	-16.1
O=C(NCC(=O)N(Cc1ccco1)C(C(=O)NC1CCCC1)c1cccnc1)c1ccco1 (centres undefined)	-6.8%	10.7
CCOC(=O)C1CCCN(C(=O)c2cc(-c3cccs3)oc2C)CC1 (centres undefined)	-0.7%	-8.8
Cc1cn(C2CC(O)C(CO)O2)c(=O)n(CCCc2ccccc2)c1=O (centres undefined)	-3.3%	14.1
CCCC[n+]1cc(=N)o[n-]1	0.6%	-11.3
COC(=O)C(CCC(=O)CN1C(=O)c2ccccc2C1=O)N1C(=O)c2ccccc2C1=O (centres undefined)	-1.1%	4.0

6 entries from above, with two lines to a compound:
Sequence of screens – AMA1-RON2 inh | HCMV inh
- Nc1ccc(S(=O)(=O)c2ccc(NC(=O)c3cccnc3)cc2)cc1
  0.0% | -30.5
- O=C(Nc1nnc([C@@H]2C[C@H](O)[C@@H](CO)O2)s1)NC(c1ccccc1)c1ccccc1
  12.7% | -4.5
- CC(c1nc2ccccc2[nH]1)n1c(=O)c(-c2cccnc2)nc2ccccc21 (centres undefined)
  1.5% | -27.4
- COc1cccc(-c2cnc(C(O)c3ccc(-c4ccccc4)cc3)[nH]2)c1 (centres undefined)
  1.0% | 20.1
- CC(=O)OCCN1c2ccccc2Sc2cnccc21
  7.0% | ?
- Cn1c(=O)c2c(nc(CN3CCc4ccccc4C3)n2Cc2ccc(F)cc2)n(C)c1=O
  2.8% | ?

Next entries follow.
SMILES	AMA1-RON2 inh	HCMV inh
COCOCCn1cc(CN2CCS(=O)(=O)N(Cc3ccc(-c4cccc(N(C)C)c4)cc3)C(C(C)C)C2=O)nn1 (centres undefined)	?	39.7
Cc1cc2c(cc1C)-n1nnnc1C(N1CCN(CC(=O)NC(C)C)CC1)C(=O)N2 (centres undefined)	1.2%	32.5
C[C@@H]1CN([C@@H](C)CO)C(=O)CCCn2nncc2CO[C@H]1CN(C)S(C)(=O)=O	21.8%	-9.0
COc1ccc(NC(=O)C2c3ccccc3OCC(=O)N2C2CC2)cc1 (centres undefined)	-7.8%	13.4
CCOC(=O)[C@]12CCC=C1N(Cc1ccc3c(c1)OCO3)C(=O)[C@H](CC(=O)NCCCCc1ccccc1)C2	-23.8%	1.7
COC(=O)c1ccc2nc(-c3ccc(OC)c(OC)c3)c(CC3CCCCC3)n2c1	10.1%	3.8
COCCNc1nc(NCCOC)c2sc(-c3ccccc3)cc2n1	9.7%	-33.1
CSc1nnc(Cn2c(=O)sc3ccccc32)n1-c1ccccc1C	-3.1%	0.6
CCCN(C)C1CN(Cc2cn(Cc3ccc(C(F)(F)F)cc3)nn2)S(=O)(=O)C1 (centres undefined)	-7.6%	-29.0

Screening results from PubChem BioAssay.
